WT yeast gro inh = growth inhibition of WT yeast, mitochondrial fusion screen | mitochondrial fusion phenotypic screen, WT strain | hit rate 2.1% among 190,000 | inhibition, % at 10 µM; in the data active means inhibition above about 58%; tested in S. cerevisiae
XIAP antagonists = XIAP antagonists, biochemical, IAP family, fluorescence polarization (AID 1018); XIAP BIR domain, fluorescence polarization peptide displacement; higher % means a stronger effect; displacement, % at 20 µM, or IC50 in µM where a hit was titrated; hit rate 0.007% among 200,000; in the data active means displacement above about 50%; further: a part of the inactive calls stands beside numbers as strong as those of hits
RSV CPE inhibition = RSV antiviral activity via CPE protection, HEp-2 cells, primary 10 µM value included (AID 2391) | HEp-2 cells, RSV-induced CPE inhibition; higher % means a stronger effect | CPE inhibition, % at 10 µM, or IC50 in µM where a hit was titrated | hit rate 0.13% among 310,000; in the data active means a potency from the dose series; inconclusive means CPE inhibition mostly from about 23% at the one dose, without a potency; inactive means the rest, 99 in 100 with CPE inhibition below about 21%; further: strong numbers were not always called active
Yfh1-depleted yeast = enhancers of respiration in Yfh1-depleted yeast, dose response, Friedreich's ataxia, plus single-dose screen (AID 1465); S. cerevisiae Yfh1-off respiration, WST-1 reduction, 72 h; higher fold induction means a stronger effect; hit rate 0.074% among 220,000; fold induction at 50 µM; hits with a dose series show EC50 in µM;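 active means fold induction of absorbance versus untreated yeast above a set limit, then at least 30% activation at any dose in follow-up; inconclusive means repeats straddling the limit, or above it without dose testing; inactive means fold induction below the set limit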;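 further: activators that raise dye reduction in frataxin-depleted yeast; strong numbers were not always called active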
West Nile antiviral = West Nile virus antiviral activity, cell-based, CPE readout (AID 1621); West Nile virus-infected cells, CPE inhibition; higher % means a stronger effect; CPE inhibition, % at 10 µM; hits with a dose series show IC50 in µM; hit rate 0.02% among 290,000; in the data active means a potency from the dose series; inconclusive means CPE inhibition mostly from about 3.7% at the one dose, without a potency; inactive means the rest, 99 in 100 with CPE inhibition below about 2.2%; further: strong numbers were not always called active
K1F lysis inhibition = protection from phage-mediated lysis, alamar blue read-out – E. coli UTI89, K1F phage, bacterial capsule biogenesis inhibitors (AID 488966); hit rate 0.02% among 340,000; E. coli UTI89 K1F phage lysis, alamar blue, 2 h; higher % means a stronger effect; one-dose inhibition, % at 100 µM; IC50 in µM for titrated hits;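 active means phage lysis inhibition, versus mean bacterial control, above a set limit; inconclusive means no clear call, values can overlap the other calls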;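 further: capsule biogenesis inhibitors block K1F phage lysis so surviving cells raise fluorescence; higher fluorescence means more inhibition of phage lysis; actives were called in the ten point dose series up to 300 µM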
CSM14.1 death rescue = rescue of cells from ER stress-induced death, primary screen, 384-well, CSM14.1, thapsigargin, ATP luminescence (AID 1222) | CSM14.1 thapsigargin-induced death rescue, ATP luminescence; higher % means a stronger effect | cellular ATP content (survival), % at 20 µM, or EC50 in µM where a hit was titrated | 190,000 tested, under 10 active;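 active means EC50 below 50 µM in the dose-response confirmation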;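 further: death triggered by thapsigargin at about 15 µM added after 2 h compound pretreatment; cell ATP read after overnight thapsigargin exposure of roughly 18 to 22 hours; normalized against plate controls of thapsigargin alone and 5% DMSO vehicle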
NS5 inhibitors = Dengue-2 NS5 methyltransferase inhibitors, primary screen, biochemical, confirmation dose response (AID 588689); Dengue-2 NS5 methyltransferase capping enzyme assay, biochemical; higher % means a stronger effect; inhibition, % at 25 µM; hits with a dose series show IC50 in µM; hit rate 0.3% among 340,000; in the data active means a potency from the dose series; inconclusive means inhibition above about 29% without an active follow-up result
SV40 large T antigen = TAg ATPase/helicase activity blockers – biochemical (AID 1903). SV40 large T antigen ATPase/helicase inhibition assay; higher % means a stronger effect. inhibition, % at 20 µM, or IC50 in µM where a hit was titrated. hit rate 0.39% among 310,000; in the data active means a potency from the dose series; inconclusive means inhibition mostly from about 32% at the one dose, without a potency; inactive means the rest, 99 in 100 with inhibition below about 32%; further: strong numbers were not always called active
WT yeast gro inh mutant strain = second read-out of WT yeast gro inh, no call of its own (marks repeat the call); inhibition, %; mitochondrial fusion phenotypic screen, mutant strain inhibition
NS5 inhibitors pilot replicate = second read-out of NS5 inhibitors, no call of its own (marks repeat the call); inhibition, %; measured here: pilot screen replicate inhibition
* marks the source's active call; other numbers are inactive results; i = inactive; ? = inconclusive; . = no result given; [ ] = dose if it differs, or a comment. Random draw from the library; overall some 2.2% were active at least once.

SMILES	WT yeast gro inh	WT yeast gro inh mutant strain	XIAP antagonists	RSV CPE inhibition	Yfh1-depleted yeast	West Nile antiviral	K1F lysis inhibition	CSM14.1 death rescue	NS5 inhibitors	SV40 large T antigen	others
CC(C)C(NC(=O)c1ccc(C(C)(C)C)cc1)C(=O)O (stereo unspecified)	8	7	-5.7%	0.6%	i	-0.4%	0.2%	-2.3%	-3%	3%	NS5 inhibitors pilot replicate=-3.0
CCOc1ccc(CN2CCN(C(=O)c3cccc(F)c3)CC2)cc1	-10	7	-1.3%	7.9%	i	-0.4%	3.9%	12%	-1%	14%
CC(C)(C)N1C(=O)c2ccc(C(=O)NCc3ccco3)cc2C1=O	6	12	-3.8%	0.2%	i	0.2%	-1.1%	.	-4%	4%
Cc1noc(C)c1CSc1nnc(-c2cc(Cl)ccc2Cl)n1N	-4	-9	-4.7%	3.0%	i	-0.6%	0.3%	0.0%	-2%	?
O=C(NCc1nnc(SCC(=O)N2CCOCC2)o1)c1ccccc1F	-1	-1	-5.4%	1.5%	i	-0.5%	-0.1%	1.1%	-2%	4%
Cc1ccccc1Nc1cc2ccccc2c(=O)[nH]1	66*	45*	6.8%	?	i	-0.3%	-0.3%	.	-9%	8%
COc1cccc(CC(=O)NNC(=O)c2c(-c3ccccc3)noc2C)c1	.	.	.	0.5%	i	3.0%	.	.	.	7%
CCc1nc(Nc2ccccc2OC)c2oc3ccccc3c2n1	.	.	.	9.7%	.	-0.4%	2.2%[50 µM]	.	-7%	8%
O=C(Nc1ccc(SC(F)F)cc1)c1ccc(F)cc1	5	-18	-8.5%	?	i	-0.4%	0.4%	-0.6%	-9%	20%
O=S(=O)(Nc1nc2ccccc2s1)c1ccc(Cl)s1	-12	-19	-2.4%	3.7%	i	0.6%	-0.4%	4.5%	11%	10%
C=CCOc1c(Br)cc(/C=C2/NC(=S)N(C(C)=O)C2=O)cc1OC	0	-6	-1.9%	15%	i	-1.0%	0.1%	-2.2%	-20%	16%
COc1ccc(-n2nc(C(=O)NCC(=O)NCCCN3CCN(C)CC3)c3ccccc3c2=O)cc1OC	.	.	.	-0.5%	.	0.1%	-0.3%	.	2%	12%
CC(C)(C)c1ccc(C(=O)Cn2nc(C(=O)O)c3ccccc3c2=O)cc1	.	.	.	2.7%	i	-0.2%	0.1%[50 µM]	.	-3%	7%
Cc1ccc2c(c1)N(C(=O)CCC(=O)NC1CCC(C)CC1)CCO2 (stereo unspecified)	.	.	.	-0.3%	.	-0.9%	9.1%	.	2%	11%
Cc1onc(-c2ccccc2Cl)c1C(=O)N1CCN(C/C=C/c2ccccc2)CC1	8	0	-3.7%	16%	i	-0.6%	0.4%[50 µM]	4.3%	-3%	7%
CN(C(=O)c1cnccn1)c1nnc(-c2cnccn2)s1	1	-4	-0.8%	0.3%	i	0.0%	0.6%	-0.5%	0%	-1%
CCCCSc1nc(N)c(C#N)c(-c2cccs2)c1C#N	1	7	-5.5%	.	i	0.7%	i	2.4%	-3%	4%
COc1cc(/C=C/C(=O)Nc2nnc(C(C)(C)C)s2)cc(OC)c1OC	11	15	-4.0%	7.1%	i	0.2%	4.9%	-1.6%	3%	3%
CCC1(CC)Cc2ccccc2C(=O)N1	.	.	.	4.2%	i	0.3%	-0.3%	.	10%	6%
O=C1CCC(/C=C/c2ccccc2)=NN1Cc1ccc(F)cc1	11	-3	-5.9%	?	i	-0.4%	0.3%	-0.1%	4%	6%
CC(C)C[C@@H](CSc1ccc(Br)cc1)N1CCN(C)CCC1=O	.	.	.	-2.3%	i	-0.7%	1.2%	.	1%	14%
CC(C)CCOP(=O)(c1ccc(N(C)C)cc1)C(O)c1c(Cl)cccc1Cl (stereo unspecified)	.	.	.	7.0%	.	-1.1%	0.4%[50 µM]	.	-1%	24%
C/C(=N\Nc1cc(N2CCOCC2)nc(C)n1)c1cccc([N+](=O)[O-])c1	18	21	-5.2%	1.8%	i	-0.2%	-2.0%	.	-13%	10%
CCOC(=O)c1csc(NC(=O)CSc2nnnn2CC)n1	.	.	-20%	2.7%	i	-0.1%	2.2%	-0.7%	-8%	17%
O=C1C2=C(C(c3ccccc3)=NCCN2)C(c2cccc([N+](=O)[O-])c2)N1c1ccccc1 (stereo unspecified)	9	7	-8.5%	-1.1%	i	-0.3%	0.2%	.	.	9%

(next part)
SMILES	WT yeast gro inh	WT yeast gro inh mutant strain	XIAP antagonists	RSV CPE inhibition	Yfh1-depleted yeast	West Nile antiviral	K1F lysis inhibition	CSM14.1 death rescue	NS5 inhibitors	SV40 large T antigen	others
COc1c2ccoc2c(OC)c2oc(=O)ccc12	.	.	.	3.9%	i	-0.4%	-4.2%	.	-6%	1%
O=C(O)c1ccc2c(c1)C(=O)N(c1cccc3ccccc13)C2=O	.	.	.	1.0%	.	0.1%	0.4%	.	-6%	5%
COc1ccc2oc(=O)c(C(=O)NCc3ccc4c(c3)OCO4)cc2c1	-9	6	0.2%	1.0%	i	-0.2%	0.4%	-1.6%	-5%	23%
O=C(NCc1cccnc1)NC1CC(=O)N(c2ccc3c(c2)OCCO3)C1 (stereo unspecified)	4	-8	-4.6%	-0.3%	i	0.2%	0.1%	0.1%	2%	21%
COc1ccc(CCN(Cc2cc3cc(C)ccc3[nH]c2=O)C(C)=O)cc1OC	-9	-5	-6.2%	-0.3%	i	-0.6%	0.2%	-1.2%	-16%	26%
COc1ccc(CNC(=O)C(=O)NCC2OCCN2C(=O)c2ccc(OC)cc2)cc1 (stereo unspecified)	.	.	.	1.9%	.	0.2%	0.0%	.	2%	12%
CC(C)(C)c1cc(OS(C)(=O)=O)ccc1O	-6	-9	-7.6%	0.2%	i	-0.1%	-2.4%	-1.4%	-2%	-1%
O=C(CNC(=O)c1sc2ccccc2c1Cl)NCc1cccc(C(F)(F)F)c1	.	.	.	-1.6%	.	.	-1.2%	.	-1%	7%
O=C(NCc1cccnc1)c1cccn2c(=O)c3sccc3nc12	0	10	1.8%	-0.9%	i	1.0%	-0.2%	0.5%	-5%	16%
O=C(COc1coc(CN2CCCc3ccccc32)cc1=O)Nc1cccc([N+](=O)[O-])c1	.	.	.	0.9%	.	.	0.7%[50 µM]	.	-7%	18%
CC(=O)c1ccc(NC(=O)c2ccc3c(=O)n4c(nc3c2)CCCCC4)cc1	.	.	.	12%	.	0.5%	-0.4%	.	0%	6%
O=C(c1ccc(Cl)cc1)c1ccccc1C(=O)N1CCOCC1	14	-7	-7.1%	1.2%	i	-0.8%	0.1%	-1.0%	2%	-15%
COc1ccc(CCNC(=O)CCCN2C(=O)c3ccccc3C2=O)cc1	-5	4	-4.1%	-0.7%	i	0.1%	.	-1.9%	.	11%
O=C(COC(=O)c1ccccc1)NCc1cccs1	-2	-13	-5.2%	1.4%	i	0.7%	0.3%	-3.7%	-16%	3%
CCN(CC)S(=O)(=O)c1cccc(NC(=O)C(=O)c2c(-c3ccccc3)cc3ccccn23)c1	18	5	-6.2%	16%	.	.	0.1%	-4.2%	-3%	12%
CN1C(=O)C(CC(=O)NC2CCCCC2)SC1=Nc1ccccc1 (stereo unspecified)	-13	-17	-5.3%	1.0%	i	-0.2%	0.1%	-0.9%	-2%	7%
CCN(c1ccc(OC)cc1)S(=O)(=O)c1nnc(NC(=O)c2ccco2)s1	.	.	.	15%	.	0.1%	0.7%	.	-6%	9%
O=C(CN1CCN(Cc2ccc(Cl)cc2)CC1)N/N=C/c1ccncc1	4	-4	-3.5%	0.1%	i	-0.6%	0.2%	-0.8%	-1%	1%
Cc1cc(C)nc(/N=C(\N)Nc2cccc(OCc3ccccc3)c2)n1	.	.	.	.	i	?	3.1%	.	-9%	23%
N/C(=N\OC(=O)c1ccc2c(c1)OCO2)c1ccc(Cl)cc1	4	-9	-7.1%	1.4%	i	-0.5%	0.1%	-1.1%	-3%	4%
O=c1c2c(n3cnnc3n1C1CCCCC1)-c1ccccc1CC21CCCCC1	54	9	-5.1%	3.1%	i	-0.7%	0.2%	6.7%	-4%	8%
O=C(Nc1ccccc1Cc1ccccc1)c1ccccc1NS(=O)(=O)c1ccc(Cl)s1	76*	68*	2.8%	12%	i	0.1%	0.2%	9.1%	7%	25%
O=C(CSc1nc2c(c(=O)n1-c1ccc(Br)cc1)SCC2)NCc1ccco1	3	-13	-5.9%	1.4%	i	-0.3%	0.2%	-1.9%	-3%	-3%
COc1ccc(NC(=O)Oc2ccccc2)cc1Cl	.	.	.	1.2%	.	0.2%	1.8%	.	.	9%
Cc1nc(N)sc1-c1csc(Nc2ccc(S(N)(=O)=O)cc2)n1	.	.	.	0.1%	.	0.6%	-1.8%	.	-6%	21%

The listing continues.
SMILES	WT yeast gro inh	WT yeast gro inh mutant strain	XIAP antagonists	RSV CPE inhibition	Yfh1-depleted yeast	West Nile antiviral	K1F lysis inhibition	CSM14.1 death rescue	NS5 inhibitors	SV40 large T antigen	others
O=C(Oc1cccc2cccnc12)c1cccc(N2C(=O)C3C4CCC(C4)C3C2=O)c1 (stereo unspecified)	0	-1	-5.7%	9.7%	i	-0.8%	.	-4.4%	.	1%
O=C(CCCc1ccccc1)Nc1ccccc1C(F)(F)F	.	.	.	1.6%	.	-0.4%	0.1%	.	0%	4%
Cc1ccc(-c2ccc(C(=O)NCCCNC(=O)c3cnccn3)o2)cc1Cl	.	.	.	4.8%	.	-0.5%	-0.6%	.	2%	1%
COc1ccc(Cc2n[nH]c(=S)n2NC(=O)Nc2ccc(C)cc2)cc1	-24	1	0.8%	3.1%	i	0.5%	-0.2%	-1.2%	-5%	8%
COc1cc2cc(CN(Cc3nnnn3Cc3ccco3)C3CCCCC3)c(=O)[nH]c2cc1OC	57	12	-14%	-0.9%	i	0.1%	-0.6%	2.2%	23%	?
O=C(O)C1=C[C@@H](C2CCCCC2)C[C@@H](OCc2ccc(CO)cc2)O1	3	1	-0.2%	2.9%	i	-0.7%	2.3%	0.3%	-9%	-10%
CCOC(=O)CCCNC(=O)CCNC(=O)c1ccc(OC)cc1	-8	-7	-6.7%	0.8%	i	1.1%	3.7%	-1.8%	-4%	4%
CC1CN(Cc2cn(C)nc2-c2ccc(Oc3ccccc3)cc2)CCN1C (stereo unspecified)	-14	2	-11%	-1.5%	i	-1.0%	0.3%	-1.5%	1%	12%
O=C(NC(=S)NCc1cccnc1)c1ccccc1	-6	-17	-11%	-0.3%	i	-0.6%	1.9%[50 µM]	-1.9%	-3%	8%
COc1ccc(OC)c(S(=O)(=O)NC(N)=NCCc2ccccc2)c1	2	4	-5.7%	0.3%	i	0.0%	0.4%	0.4%	-10%	?

Screening results deposited in PubChem by several laboratories.
